Assay outcomes: PubChem, Sanford-Burnham Center for Chemical Genomics
Jurkat NFkB inh = lowers PMA/ionomycin-induced NF-kB signal in Jurkat cells; AID 435003; actives 0.53% (n = 330,000); inhibition, % at 4 µM; PMA/ionomycin-induced NF-kB luciferase reporter, luminescence
697 NFkB inh = lowers PMA/ionomycin-induced NF-kB signal in 697 B cells; 697 B-cell NF-kB luciferase reporter, 16 h; inhibition, % at 4 µM; actives 0.33% (n = 330,000); AID 435022; in the data active = inhibition above about 35%
SENP8 inh = inhibitors of human SENP8 protease | Q96LD8 | inhibition, % at 10 µM | purified SENP8, Z-RLRGG-aminoluciferin cleavage, luminescence | actives 1.2% (n = 330,000)
Target sequence (Q96LD8 whole entry, looked up): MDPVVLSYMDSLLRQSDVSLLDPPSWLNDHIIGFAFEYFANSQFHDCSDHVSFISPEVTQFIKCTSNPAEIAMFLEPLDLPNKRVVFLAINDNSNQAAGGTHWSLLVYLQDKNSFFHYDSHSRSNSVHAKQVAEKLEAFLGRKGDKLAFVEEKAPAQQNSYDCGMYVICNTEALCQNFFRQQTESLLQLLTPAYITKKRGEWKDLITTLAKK
UBC13 polyUb = human UBC13 polyubiquitination inhibition | P61088 | UBC13 polyubiquitin chain formation, TR-FRET | inhibition, % at 20 µM | actives 0.47% (n = 330,000) | AID 485273; in the data active = inhibition above about 45%, passing the limit was not always enough
Gli-Sufu antag = antagonists of Gli-Sufu signaling; inhibition, % at 5 µM; actives 0.74% (n = 340,000); Sufu-KO-LIGHT fibroblasts, Gli luciferase reporter luminescence; AID 588413;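 active = inhibition above about 55%, limit read from the data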;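 also: 0% = DMSO-treated cells and 100% = wells with medium but no cells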
EBI2 antag = EBI2 (human) antagonism | actives 0.81% (n = 360,000) | AID 651636 | P32249 | inhibition, % at 5 µM | EBI2 beta-arrestin recruitment, luminescence, 7a,25-OHC stimulated; in the data active = inhibition above about 38%;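 also: enzyme fragment complementation signal reports receptor beta-arrestin coupling in cells; 0% = agonist plus DMSO wells and 100% = wells without agonist; some results beyond the cut were filed as inactive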
Target sequence (P32249 whole entry, looked up, the tested form may be a part): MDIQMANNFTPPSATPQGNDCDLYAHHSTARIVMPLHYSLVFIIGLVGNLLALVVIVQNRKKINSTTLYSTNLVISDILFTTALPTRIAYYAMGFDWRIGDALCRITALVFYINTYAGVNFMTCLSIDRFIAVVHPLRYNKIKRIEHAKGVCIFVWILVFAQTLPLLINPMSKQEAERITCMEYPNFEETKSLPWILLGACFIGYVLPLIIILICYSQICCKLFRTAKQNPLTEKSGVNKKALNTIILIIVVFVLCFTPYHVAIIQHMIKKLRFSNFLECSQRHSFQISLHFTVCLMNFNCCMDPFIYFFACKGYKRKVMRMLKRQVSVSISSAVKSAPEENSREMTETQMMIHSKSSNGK
CCR6 antag = antagonists of human CCR6 receptor; actives 0.49% (n = 340,000); CHO-K1 CCR6 PathHunter beta-arrestin, luminescence, CCL20-stimulated; inhibition, % at 20 µM; P51684;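 active = compounds whose inhibition of the agonist-driven luminescence signal at 20 µM reaches about 50%, limit read from the data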;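 also: cells stimulated with CCL20 at 14 nM final; plate controls were DMSO with CCL20 for no effect and DMSO without agonist for full effect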
Target sequence (P51684 whole entry, looked up): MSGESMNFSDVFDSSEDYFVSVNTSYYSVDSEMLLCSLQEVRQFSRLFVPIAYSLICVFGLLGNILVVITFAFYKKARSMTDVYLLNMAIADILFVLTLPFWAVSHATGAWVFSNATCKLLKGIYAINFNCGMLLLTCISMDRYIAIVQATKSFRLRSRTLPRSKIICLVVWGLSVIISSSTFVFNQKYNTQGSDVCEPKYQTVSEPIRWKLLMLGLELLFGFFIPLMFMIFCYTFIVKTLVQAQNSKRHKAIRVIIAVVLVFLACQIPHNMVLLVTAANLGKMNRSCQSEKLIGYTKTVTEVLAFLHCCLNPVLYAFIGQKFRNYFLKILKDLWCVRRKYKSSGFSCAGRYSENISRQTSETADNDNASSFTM
Apaf-1 inh = blocks human Apaf-1 apoptosome activity. O14727. inhibition, % at 20 µM. AID 489030. reconstituted apoptosome caspase-3 activity, DEVD-Rh110 fluorescence. actives 0.71% (n = 330,000); active = inhibition of at least 40% at 20 µM;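 also: plate controls were DMSO wells for no effect and DEVD-CHO caspase inhibitor wells for full effect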
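Assay system: Apoptosome proteins | Medium: pH 7.5 Hepes buffer with CHAPS, BSA, DTT | Also added: Cytochrome c and DEVD-Rh110 substrate | Times: 30 min plus 50 min, RT | Detection: Rhodamine 110 fluorescence at Ex 480/Em 540 nm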
Active calls of the source: *. Rule as the data show it, unless noted: active = inhibition above about 50%; inactive = the rest.

SMILES | Jurkat NFkB inh | 697 NFkB inh | SENP8 inh | UBC13 polyUb | Gli-Sufu antag | EBI2 antag | CCR6 antag | Apaf-1 inh
Cc1ccc(CN2CCN(Cc3cnc(N4CCOCC4)s3)CC2CCO)cc1 (centres undefined) | 10 | 6 | -5 | -3 | 10 | 1 | 2 | -5
COc1cccc(/C=C2\N=C(c3c(-c4ccccc4)noc3C)OC2=O)c1OC | 7 | 14 | 0 | 3 | 5 | -3 | 0 | -7
O=C(CSc1ccc2nnc(-c3cccnc3)n2n1)Nc1ccccc1C(F)(F)F | -2 | -25 | 0 | 5 | 2 | -1 | 11 | 1
Cc1n[nH]c(C)c1N=Nc1cc(Cl)ccc1Cl | 10 | -5 | 8 | -8 | 2 | -8 | 16 | 14
Cc1cccc(C)c1N1CCN(CCn2c(=S)[nH]c3ccccc3c2=O)CC1 | -2 | -16 | -8 | -4 | 10 | 5 | 21 | 8
Fc1ccccc1-c1nc(NCc2ccco2)c2ccccc2n1 | 9 | 28 | 11 | -2 | -4 | -33 | 13 | 5
O=C(Oc1cccnc1)c1ccccc1[N+](=O)[O-] | -2 | 13 | -14 | -7 | 1 | -41 | -1 | -14
Cc1cc(Nc2ccc(F)c(Cl)c2)n2ncnc2n1 | -13 | -9 | -7 | -9 | -14 | -4 | 9 | 4
COc1cccc2cc(C(=O)OC3CCN(C)CC3)c(=O)oc12 | 3 | 0 | -2 | -8 | 16 | 5 | -6 | 2
O=C(c1ccc(OCC2CCCO2)cc1)N1CCN(S(=O)(=O)c2cccc(F)c2)CC1 (centres undefined) | 18 | 23 | 6 | 16 | -15 | 8 | -5 | 18
CCC(C)(C)C1CCC(=NNC(=O)c2ccoc2C)CC1 (centres undefined) | -5 | 5 | -11 | -1 | 3 | 0 | 2 | 0
Cc1cccc(C(=O)N2CCCC(CCC(=O)N3CCN(c4ccccn4)CC3)C2)c1 (centres undefined) | 15 | 26 | -2 | 9 | 6 | 3 | 6 | -16
Cc1ccc2[nH]c3c(c2c1)CN(C(=O)CN1CCN(c2ccccn2)CC1)CC3 | -9 | 20 | 17 | 3 | 8 | 7 | -11 | 38
CCOc1ccccc1CNC(=O)CCCC(=O)n1nc(C)c2ccccc21 | 14 | -20 | -6 | 19 | 23 | 12 | 16 | 17
CC[C@@H](C)[C@@H]1CN([C@@H](C)CN2CCC[C@H]2CN2C(N)=NC[C@H]2C(C)C)C(=N)N1CCc1ccc(Cl)c(Cl)c1 | -9 | -18 | -1 | 50* | -4 | -8 | 12 | 25
Cc1cc(C)nc(N/N=C/c2ccccc2OCc2ccccc2)n1 | 3 | 11 | -7 | 20 | 0 | -8 | 0 | 8
CCOC(=O)C1CCCN(Cc2ccccc2F)C1 (centres undefined) | 0 | 14 | -12 | -10 | -1 | -6 | 0 | -13
COc1ccc(C(=O)NCCc2nnc(SCC(=O)Nc3ccccc3C(C)C)n2C)cc1 | -12 | 1 | -4 | 8 | 4 | 7 | 5 | 7
O=c1nc(Nc2ccc([N+](=O)[O-])cc2)[nH]c(=O)[nH]1 | -2 | 8 | 8 | 4 | 1 | -9 | 6 | 0
Cc1cccc(N(C(=O)c2snc(C(N)=O)c2N)C(C(=O)NCC2CCCO2)c2cccs2)c1 (centres undefined) | 8 | 14 | -2 | 62* | -2 | 5 | 4 | 13
CC(=O)Nc1ccc(NCN2C(=O)C3C4CCC(C4)C3C2=O)cc1 (centres undefined) | 10 | 4 | 4 | 12 | 5 | -1 | -8 | 0
CC(c1ccon1)N(C)Cc1cn(C)nc1-c1cccc(Cl)c1 (centres undefined) | -14 | 6 | -3 | 8 | -4 | 5 | 7 | -1
COc1cccc(NC(=O)NC2CCCCCCC2)c1 | -71 | -93 | -2 | -1 | -72 | 5 | 19 | 8
CCn1c(=O)n(CC)c2cc(N3CCCC3)c(NC(=O)c3ccc(C)c([N+](=O)[O-])c3)cc21 | 2 | 4 | 1 | 4 | 51 | 10 | 6 | 16
N#CC(C(=O)NC1CC1)c1nc2ccccc2nc1N1CCN(C/C=C/c2ccccc2)CC1 (centres undefined) | 11 | 11 | 5 | 0 | -29 | 5 | 24 | 5
COC(=O)c1c(C)[nH]c(C(=O)COC(=O)Cn2cc(C(F)(F)F)ccc2=O)c1C | 6 | 11 | -10 | -5 | -10 | 3 | 4 | 4
O=C(CCNS(=O)(=O)c1ccc(Br)cc1)NCCc1ccccc1 | 12 | 2 | -10 | -9 | -4 | 16 | 20 | -3
CC1(c2ccccc2)NC(=O)N(CC(=O)Nc2ccc([N+](=O)[O-])cc2)C1=O (centres undefined) | -6 | -8 | -4 | -9 | 16 | 6 | 4 | 4
CC(C#Cc1c([C@@H](C)Oc2ccccc2)nnn1Cc1ccccc1)Oc1ccccc1 (some centres undefined) | -3 | 1 | -1 | -2 | 9 | 12 | 21 | 4
COc1ccc(S(=O)(=O)Nc2ccc(Cl)cn2)cc1 | -6 | 14 | -2 | -1 | 8 | 5 | -4 | -11

Ten compounds already listed, sorted by length of the SMILES, lowest first:
SMILES | Jurkat NFkB inh | 697 NFkB inh | SENP8 inh | UBC13 polyUb | Gli-Sufu antag | EBI2 antag | CCR6 antag | Apaf-1 inh
CCOC(=O)C1CCCN(Cc2ccccc2F)C1 (centres undefined) | 0 | 14 | -12 | -10 | -1 | -6 | 0 | -13
Cc1cc(C)nc(N/N=C/c2ccccc2OCc2ccccc2)n1 | 3 | 11 | -7 | 20 | 0 | -8 | 0 | 8
CC(c1ccon1)N(C)Cc1cn(C)nc1-c1cccc(Cl)c1 (centres undefined) | -14 | 6 | -3 | 8 | -4 | 5 | 7 | -1
CC(=O)Nc1ccc(NCN2C(=O)C3C4CCC(C4)C3C2=O)cc1 (centres undefined) | 10 | 4 | 4 | 12 | 5 | -1 | -8 | 0
COc1ccc(C(=O)NCCc2nnc(SCC(=O)Nc3ccccc3C(C)C)n2C)cc1 | -12 | 1 | -4 | 8 | 4 | 7 | 5 | 7
CC(C#Cc1c([C@@H](C)Oc2ccccc2)nnn1Cc1ccccc1)Oc1ccccc1 (some centres undefined) | -3 | 1 | -1 | -2 | 9 | 12 | 21 | 4
N#CC(C(=O)NC1CC1)c1nc2ccccc2nc1N1CCN(C/C=C/c2ccccc2)CC1 (centres undefined) | 11 | 11 | 5 | 0 | -29 | 5 | 24 | 5
COC(=O)c1c(C)[nH]c(C(=O)COC(=O)Cn2cc(C(F)(F)F)ccc2=O)c1C | 6 | 11 | -10 | -5 | -10 | 3 | 4 | 4
Cc1cccc(N(C(=O)c2snc(C(N)=O)c2N)C(C(=O)NCC2CCCO2)c2cccs2)c1 (centres undefined) | 8 | 14 | -2 | 62* | -2 | 5 | 4 | 13
CCn1c(=O)n(CC)c2cc(N3CCCC3)c(NC(=O)c3ccc(C)c([N+](=O)[O-])c3)cc21 | 2 | 4 | 1 | 4 | 51 | 10 | 6 | 16

Next results:
SMILES | Jurkat NFkB inh | 697 NFkB inh | SENP8 inh | UBC13 polyUb | Gli-Sufu antag | EBI2 antag | CCR6 antag | Apaf-1 inh
CN(CC(=O)Nc1cccnc1Cl)S(=O)(=O)c1ccc(Cl)cc1 | 11 | 2 | -1 | 1 | -6 | 12 | -4 | -9
COc1cc(C(=O)COC(=O)c2c(C)noc2C)cc(OC)c1OC | -163 | 23 | -6 | 0 | 6 | 2 | 5 | -12
Fc1ccccc1-c1nc2ccccc2[nH]1 | -102 | -59 | 63* | 4 | -70 | -10 | 8 | -5
O=C(COc1ccc(Cl)cc1[N+](=O)[O-])N/N=C/c1cccs1 | -4 | 8 | 2 | 7 | -4 | 2 | -8 | -1
CCOC(=O)C1=C(COC(=O)C2CC(=O)N(c3ccc(CC)cc3)C2)NC(=O)NC1C (centres undefined) | -7 | 2 | -16 | -5 | 5 | -12 | 3 | 18
COc1ccccc1NC(=O)COc1ccc(Br)cc1CO | -16 | -14 | 10 | 5 | -10 | 1 | 10 | 1
CC(C)(C)NC(=O)C(c1ccccn1)N(C(=O)C1CSC(=O)C1)c1ccccc1F (centres undefined) | -3 | -15 | -9 | -2 | 3 | 0 | 9 | -1
O=C(c1ccco1)N1CCN(C(=O)c2cc(-c3ccc(F)cc3)no2)CC1 | 3 | -15 | 1 | -2 | -10 | 8 | -10 | -3
O=C(Nc1cc(Cl)ccc1N1CCOCC1)c1ccc(N2CCCCC2)c([N+](=O)[O-])c1 | -7 | 6 | 7 | -26 | 5 | 25 | 19 | -17
CCCC(C)NC(=O)c1c2c(nc3ccccc13)CCC2 (centres undefined) | 3 | 13 | 4 | -8 | 5 | 3 | 10 | 1
Cn1cnc(C(=O)N2CCN(C(=O)OC(C)(C)C)CC2)c1C(=O)N1CCN(C(=O)OC(C)(C)C)CC1 | -6 | -1 | -14 | -8 | 4 | -13 | -3 | 7
COc1ccc(CCNc2nc(-c3ccccn3)cs2)cc1OC | -5 | 3 | -6 | -5 | -4 | -6 | 0 | -9
O=C(NC(Cc1ccccc1)C(=O)O)c1ccc(S(=O)(=O)N2CCCCC2)cc1 (centres undefined) | 6 | 2 | -3 | 5 | 2 | -5 | -3 | -18
O=C(NNC(=O)c1ccccc1Cl)c1ccc2c(=O)n3c(nc2c1)CCC3 | 4 | 5 | 0 | -3 | -9 | -1 | -4 | -7
COc1ccccc1NC(=O)CSc1nnc(-c2ccccn2)n1Cc1ccco1 | 11 | 9 | 0 | 2 | -4 | 10 | 8 | 7
O=C(Nc1ccc2c(c1)OCCO2)C1CCN(S(=O)(=O)c2ccc(Br)s2)CC1 | -10 | 12 | -3 | 8 | 4 | 36 | 20 | 9
Cc1ccc(S(=O)(=O)N2CCC(=O)N(C(COCc3cccc(Cl)c3)C(C)C)CC2)cc1 (centres undefined) | 4 | 5 | 0 | 7 | 7 | 15 | 10 | 24
Cc1ccc(S(=O)(=O)NC2CCCCCCC2)cc1 | 16 | 6 | -3 | 2 | 10 | 11 | 2 | 16
CC(C)c1ccc(NC(=O)COC(=O)CSc2nnc(N)s2)cc1 | 6 | -3 | -1 | -2 | -10 | -11 | 1 | 10
CC(C)(O)C#Cc1ccc(CN2CCC(CO)(CCc3ccccc3)CC2)cc1 | -6 | -16 | -7 | -4 | 16 | -5 | 8 | -5
CC(Sc1nnc(-c2ccccc2F)n1N)C(=O)NCC1CCCO1 (centres undefined) | 13 | -25 | -5 | 1 | 2 | 0 | 1 | 1
C=CCN1C(=O)C(Cc2ccc(OCC)cc2)S/C1=N\N=C\c1cccs1 (centres undefined) | 2 | 8 | -8 | -1 | -5 | 13 | 20 | 9
O=C(NCC(c1ccco1)N1CCCC1)c1cccc(S(=O)(=O)Nc2ccc(Br)cc2)c1 (centres undefined) | -32 | 0 | -11 | 37 | 8 | -11 | 11 | 59*
CC1(C)CC(=O)C(CS(=O)(=O)c2ccccc2)=C(Cl)C1 | 6 | -15 | -3 | 4 | 5 | -51 | 10 | -3
Nc1c(Cl)cc(-c2[nH]c3cc(C(=O)NCCO)ccc3c(=O)c2O)cc1Cl | 2 | -9 | 1 | 16 | -9 | -14 | 0 | -16
O=C(Nc1ccc(Cl)cc1)N1N=CCC1c1ccccc1 (centres undefined) | -14 | -15 | -6 | -1 | 8 | 8 | 11 | 7
Nc1nonc1-n1nnc(C(=O)N/N=C/c2ccco2)c1-c1ccccc1 | 3 | 16 | 8 | 0 | 22 | -12 | 6 | 5
Cc1csc(NC(=O)CSc2[nH]c(=O)ncc2C)n1 | -3 | 4 | 2 | -1 | -4 | -10 | 7 | 7
O=S(=O)(NCC1CCCN(Cc2ccccc2)C1)c1cccc2cccnc12 (centres undefined) | -3 | 0 | 8 | -4 | 22 | 10 | 2 | -1
O=C(COc1ccccc1)NC(=S)Nc1cccc([N+](=O)[O-])c1 | -14 | 9 | -9 | -7 | 9 | 1 | 32 | 5
COc1cc(C(=O)Nc2cc(C)cc(C)c2)c(-n2cnnn2)cc1OC | 5 | 13 | -2 | -1 | -1 | -1 | 1 | -7
CCOc1ccc(-c2noc(CCC(=O)NC3CCCC3)n2)cc1OC | 1 | -15 | 5 | 16 | 0 | 9 | 8 | 5
Cc1ccc(N(C)S(=O)(=O)c2cc(-c3cnc(C4CC4)o3)ccc2C)cc1 | 15 | -10 | -3 | -2 | -5 | 9 | 15 | 24

Not all compounds are listed. The share of hits here may be higher or lower than overall.
